Source: PubChem
PKM2 act: qHTS Assay for Activators of Human Muscle isoform 2 Pyruvate Kinase; Pyruvate kinase PKM (Homo sapiens), P14618; purified PKM2, Kinase-Glo ATP luminescence, activation; response scale: 0% is enzyme alone, no compound; Potency, µM (highest dose often 57.5 µM), for the others: at the top dose activation, usual class: activators; 0.34% of 260,000 active; further: potency means the concentration at half of the fitted maximal effect; on the % scale 0 is the no-effect control and ±100 the full control effect; nearly all actives have a fitted effect of over 55% in size
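Purified hPK-M2 (>95% pure) converted ADP (0.1 mM final) to ATP with 0.5 mM PEP in 50 mM imidazole pH7.2, KCl, MgCl2, Tween 20, BSA; 1 h at room temperature. ATP detected by Kinase-Glo luminescence.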
TSHR antagonist: Antagonists of the Thyroid Stimulating Hormone Receptor: HTS campaign; Thyrotropin receptor (Homo sapiens), P16473; TSHR-expressing cells, TSH-stimulated cAMP HTRF, 2 h; hits give low values; activity change, negative = inhibition, % at 11.5 µM; 0.2% of 330,000 active;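 active means activity change below a set negative limit, meaning inhibition stronger than a set level, cut at about -70% in these data; inconclusive means activity change between two set negative limits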; further: on the % scale 0 is the no-effect control and ±100 the full control effect
Target sequence (P16473 whole entry, looked up): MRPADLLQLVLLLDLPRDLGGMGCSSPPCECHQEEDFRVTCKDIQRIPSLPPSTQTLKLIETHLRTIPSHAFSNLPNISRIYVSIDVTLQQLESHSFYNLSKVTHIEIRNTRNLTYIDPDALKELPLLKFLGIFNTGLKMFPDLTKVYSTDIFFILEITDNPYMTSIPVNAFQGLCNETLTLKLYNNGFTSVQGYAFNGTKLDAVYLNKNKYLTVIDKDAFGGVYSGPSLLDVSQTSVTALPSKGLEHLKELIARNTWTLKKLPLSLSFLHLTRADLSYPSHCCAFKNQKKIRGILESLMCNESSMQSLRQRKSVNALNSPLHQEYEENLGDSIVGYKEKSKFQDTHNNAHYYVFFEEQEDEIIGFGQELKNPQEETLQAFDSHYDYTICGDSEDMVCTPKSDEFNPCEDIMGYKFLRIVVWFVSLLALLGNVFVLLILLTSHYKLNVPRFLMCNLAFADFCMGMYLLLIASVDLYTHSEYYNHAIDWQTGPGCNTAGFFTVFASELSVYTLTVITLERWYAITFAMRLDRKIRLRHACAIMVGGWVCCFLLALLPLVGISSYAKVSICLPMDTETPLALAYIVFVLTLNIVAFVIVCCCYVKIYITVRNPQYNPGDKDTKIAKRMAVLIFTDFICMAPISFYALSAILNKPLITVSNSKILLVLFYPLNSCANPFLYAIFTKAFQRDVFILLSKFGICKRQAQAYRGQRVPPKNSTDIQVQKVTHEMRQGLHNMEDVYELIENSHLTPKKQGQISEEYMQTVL
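Antagonism was scored as loss of TSH-driven cAMP in TSHR cells, stimulated with 4nM TSH (EC80) for 2 hours at 37 deg C and detected by homogeneous HTRF competition immunoassay.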
S-ASM inh: Inhibitors of Secretory Acid Sphingomyelinase (S-ASM): qHTS; Sphingomyelin phosphodiesterase (Homo sapiens), P17405; placental ASM, HMU-PC fluorogenic substrate, 60 min; Potency, µM (series often up to 57.5 µM), for inactives: at the top dose activity change, negative = inhibition, actives largely listed as inhibitors; 0.006% of 340,000 active; AID 504937, 2011; further: potency means the concentration at half of the fitted maximal effect
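qHTS format. ASM enzyme prepared from human placenta hydrolyses the fluorogenic substrate HMU-PC0 (9 uM final) over 60 min at 37 °C after a 10 min compound preincubation.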
MBNL1 CUG block: qHTS Assay for Inhibitors of MBNL1-poly(CUG) RNA binding; TR-FRET MBNL1-His/biotin-(CUG)12 binding, 665/545 ratio; Potency, µM (doses to about 57.5 µM), for inactives: at the highest dose activity change, negative = inhibition, most hits filed as inhibitors; 0.036% of 280,000 active; AID 2675, 2010; Muscleblind-like protein 1 (Homo sapiens), Q9NR56; active means well fitted inhibition curve with a large enough effect in the signal ratio, with a control signal flat, not every such curve was filed as active; inconclusive means small, poorly fitted or top-dose-only effect, or effect the other way, or a change in a side signal; inactive means no such curve, though single readings can be large or run the other way; the % refers to the signal ratio; further: potency means the concentration at half of the fitted maximal effect; on the % scale 0 is the no-effect control and ±100 the full control effect
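His-tagged MBNL1 binding to biotinylated (CUG)12 RNA was measured by TR-FRET using terbium anti-His antibody (0.055 ng/ul final) and streptavidin-XL665 (5 nM final). Compounds were titrated 92 nM to 58 uM; 60 min at room temperature.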
Menin MLL FP TR: qHTS Assay for Inhibitors Targeting the Menin-MLL Interaction in MLL Related Leukemias: Competition With Texas Red Labeled MLL-derived Mutant Peptide. 0.23% of 270,000 active. Menin + Texas Red MLL mutant peptide, fluorescence polarization. Potency, µM (titrated, usually from 61.6 µM), for the others: top-dose FP activity change, negative = inhibition, usual class: inhibitors; active means well fitted inhibition curve with a large enough effect in the polarisation, with a control signal flat, not every such curve was filed as active; inconclusive means small, poorly fitted or top-dose-only effect, or effect the other way, or a change in a side signal; inactive means no such curve, though single readings can be large or run the other way; the % refers to the polarisation; further: potency means the concentration at half of the fitted maximal effect; % of control where 0% means no effect; many of its hits are not listed in these tables
Eya2 inh: qHTS Assay for Inhibitors of the Phosphatase Activity of Eya2 | Potency, µM (highest dose often 76.9 µM), for the others: at the highest dose activity, negative = inhibition, actives largely listed as inhibitors | Protein phosphatase EYA2 (Homo sapiens), O00167 | 0.006% of 330,000 active | AID 488837, 2010 | recombinant Eya2, OMFP fluorescence dephosphorylation (OMFP is methylfluorescein phosphate); further: potency means the concentration at half of the fitted maximal effect; on the % scale 0 is the no-effect control and ±100 the full control effect
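Eya2 (0.2 uM) preincubated 10 min at ambient with compound, then OMFP substrate added at 50 uM; 10 min reaction in 50 mM HEPES pH 7.5, 50 mM NaCl, 5 uM MgCl2, 0.05% BSA, 1 mM DTT. Fluorescence read at Ex 485/Em 525 nm.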
Mito fusion yeast: qHTS Assay for Small Molecule Inhibitors of Mitochondrial Division or Activators of Mitochondrial Fusion | S. cerevisiae fusion-defective mutant growth rescue, CellTiterGlo 48 h | 0.23% of 320,000 active | Potency, µM (top dose mostly 46.1 µM), for inactives: at the highest dose growth rescue (activation), hits mostly activators;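 further: potency means the concentration at half of the fitted maximal effect; % of control where 0% means no effect; nearly all actives have a fitted effect of over 45% in size; temperature-sensitive fusion mutants such as fzo1-1 at 37 °C on non-fermentable ethanol glycerol medium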
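S. cerevisiae fusion-defective temperature-sensitive mutants (e.g. fzo1-1, mgm1-5) grown 48 h at 37C in YPEG (ethanol/glycerol non-fermentable) medium with 23 nl compound per well; growth rescue read as CellTiterGlo luminescence.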
hERG WT inh: qHTS for Inhibitors of KCHN2 3.1: Wildtype qHTS; U2OS, BacMam KCNH2, thallium flux FluxOr; hits give low values; activity change, % at 1.84 µM; 0.37% of 340,000 active; AID 720551, 2013;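 active means maximum activity change below -70%; inconclusive means maximum activity change between -70% and -50%; inactive means maximum activity change above -50%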; further: on the % scale 0 is the no-effect control and ±100 the full control effect
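U2OS cells transduced with wild-type KCNH2 virus are loaded with FluxOr dye for 45 min, and thallium flux is measured in kinetic reads before and after stimulation buffer. Rate constants are normalized to DMSO controls.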
BCR signal inh: qHTS Assay to Find Inhibitors of Chronic Active B-Cell Receptor Signaling; ABC-DLBCL IkBa-CBG/CBR reporter, luminescence ratio, 4 h; Potency, µM (series often up to 46.1 µM), for inactives: top-dose ratio change, negative = lower green/red ratio, hits mostly inhibitors; 0.05% of 340,000 active; active means well fitted inhibition curve with a large enough effect in the signal ratio, with a control signal flat, not every such curve was filed as active; inconclusive means small, poorly fitted or top-dose-only effect, or effect the other way, or a change in a side signal; the % refers to the signal ratio;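 further: potency means the concentration at half of the fitted maximal effect; plate controls were basal doxycycline-induced cells for no effect and cells given 10 µM MG132 for full effect; MG132 reads +100%, hits lower the ratio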
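Cell line TMD8 (human ABC DLBCL), stably expressing tet-inducible CBG68-IkBa fusion and CBR; IMDM/0.5% FBS; cpd up to 46 uM; dox induction, 4 h, 37C/5% CO2; dual luminescence; green/red ratio; MG132 control.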
GALK inhibitor: qHTS Assay for Inhibitors of Human Galactokinase (GALK). P51570. Purified GALK, Kinase-Glo residual ATP luminescence. Potency, µM (doses to about 57.5 µM), inactives show at the top dose activity change, negative = inhibition, most hits filed as inhibitors. 0.007% of 270,000 active. AID 1868, 2009; further: potency means the concentration at half of the fitted maximal effect; on the % scale 0 is the no-effect control and ±100 the full control effect
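Luminescence from leftover ATP (Ultra-Glo luciferase/luciferin) served as read-out after a 1 h room-temperature reaction of 5 nM GALK with 35 uM ATP and 100 uM galactose.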
USP2a inh: qHTS Assay for Inhibitors of Ubiquitin-specific Protease USP2a Using CHOP2 as the Reporter; USP2 core, Ub-CHOP2 coupled fluorogenic reporter, 485/531; 0.01% of 330,000 active; AID 463254, 2010; Potency, µM (doses to about 38.3 µM), for the others: at the top dose activity change, negative = inhibition, hits mostly inhibitors; Ubiquitin carboxyl-terminal hydrolase 2 (Homo sapiens), O75604;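 further: potency means the concentration at half of the fitted maximal effect; plate controls were DMSO wells for no effect and full inhibition by NEM control for full effect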
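USP2 core (10nM final) preincubated 30min RT with compound in 20mM Tris-HCl pH 8.0, 2mM CaCl2, 2mM beta-mercaptoethanol, 0.05% CHAPS; 25nM Ub-CHOP2 plus 25nM reporter substrate added, fluorescence (Ex485/Em531) read after 60min.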
Active calls of the source: *; ? = inconclusive; / = not tested or not shown; [ ] = remark or other dose. Unless noted, the call rests on the fitted dose curve; in most records, active means well fitted curve in the direction sought with a large enough effect; inconclusive means small, poorly fitted or top-dose-only effect, or another doubt; inactive means no such curve, though single readings can be large; an effect the other way counts as inactive or inconclusive. Not all compounds are listed; rates above refer to the full screens.

Values run as follows: hERG WT inh, USP2a inh, PKM2 act, TSHR antagonist, S-ASM inh, GALK inhibitor, MBNL1 CUG block, BCR signal inh, Eya2 inh, Menin MLL FP TR, Mito fusion yeast
COc1cccc(NC(=O)C2C3CCC4C(CCC32)C4(Cl)Cl)c1 (stereo unspecified)
 : -6.9, 1.7%, -8.0%, -27.7, -0.8%, 0.1%, -15.0%, 0.5%, 1.9%, 11.3%, 0.7%
CC(OC(=O)c1ccc(NC(=O)CC#N)cc1)C(=O)Nc1nc(-c2ccccc2)cs1 (stereo unspecified)
 : -1.1, 0.8%, /, 6.9, -7.1%, /, /, 24.9%, 1.1%, /, 17.2%
C/C(=N\NS(=O)(=O)c1ccccc1)c1cc(Cl)cc(Cl)c1O
 : 2.3, -2.2%, 3.3%, -11.8, -2.7%, 4.3%, -6.9%, 13.2%, 4.3%, ?, 5.0%
CCOC(=O)C(C)Sc1ncc(-c2ccc(Cl)cc2)cn1 (stereo unspecified)
 : -10.7, 0.6%, -1.8%, -6.9, 11.0%, 0.6%, 2.0%, -2.6%, 1.7%, -1.1%, -2.2%
CN(C)CCCCOc1ccc(F)cc1
 : -0.4, 0.4%, -0.2%, 2.7, 3.9%, 7.2%, -3.4%, 5.8%, 0.9%, -1.0%, 5.7%
COc1ccc(-c2csc3nc(C)nc(N4CCCCC4)c23)cc1OC
 : 4.5, -4.0%, 1.5%, -20.8, -1.6%, 6.9%, 4.7%, ?, -16.1%, ?, 2.0%[9.22 µM]
CS/C(=C\[N+](=O)[O-])Nc1ccc(Cl)cc1
 : -3.1, 1.3%, 0.4%, -9.4, 2.2%, -1.8%, 4.3%, ?, 7.8%, 13.9%, -0.8%
C=CCN=C1CC(C)(C)C(C(=O)OC)C(O)=C1C(=O)CCC (stereo unspecified)
 : 0.4, 3.4%, -1.3%, 0.4, 0.3%, -2.8%, -8.0%, 1.4%, -5.9%, 6.2%, 2.7%
CCn1c(CNC(=O)c2ccc(OC)c(OC)c2)nnc1SCC(=O)Nc1ccc(OC)cc1
 : -16.1, 3.1%, -3.1%, 7.5, -0.9%, /, 0.4%[11.5 µM], 0.8%, 4.4%, -3.9%, -28.2%
Cc1ccccc1OCC(=O)O/N=C(\N)Cc1cccs1
 : 13.2, -1.2%, 2.4%, -11.5, -1.7%, 1.5%, 0.0%, ?, 5.6%, -3.1%, 2.0%
Cc1ccnc(NCc2ccccc2O)c1
 : 0.8, 2.7%, 9.5%, -11.4, 4.8%, -0.8%, 0.8%, 7.9%, 9.3%, 5.0%, 2.1%
CC1CC(C)CN(c2oc(-c3ccccc3Cl)nc2C#N)C1 (stereo unspecified)
 : -15.0, 1.7%, -16.3%, 0.9, 7.1%, 0.8%, -0.8%, -1.0%, 30.6%, 2.7%, 3.1%
O=C(CS(=O)(=O)c1ccccc1)N1CCCCCC1
 : -1.7, -0.7%, -5.7%, 4.2, 0.3%, -1.3%, 1.7%, ?, 19.4%, -20.7%, 2.9%
CC(C)(C)OC(=O)NC(CCCCNC=O)C(=O)O (stereo unspecified)
 : -7.1, -1.0%, -3.2%, 11.2, 2.6%, 1.2%, -0.9%, ?, -9.4%, -1.0%, 0.0%
N#CCCN1CCN(Cc2cc(-c3ccccc3)ccc2O)CC1
 : 16.4, -0.4%, -2.2%, 7.7, 2.5%, 1.9%, -7.3%, -3.8%, 2.4%, -0.2%, -0.3%
C[C@@H](C(=O)NCc1ccco1)N1C(=O)N2CCc3c([nH]c4ccccc34)[C@@]2(C)C1=O
 : 3.8, -1.0%, -1.0%, -7.5, -3.1%, /, 7.1%, -24.2%, 10.0%, -14.6%, 2.3%
CCOC(=O)c1c(C)c(C(=O)N2CCc3ccccc3C2)c(C)n1CC
 : -4.3, -0.5%, -1.1%, 17.5, -2.9%, 2.3%, -9.6%, -11.7%, -17.6%, -26.2%, 2.2%
Cc1cc(NC(=O)CSc2nc(-c3cccs3)cc(C(F)(F)F)n2)no1
 : ?, 0.6%, -5.0%, 2.2, -0.5%, -2.3%, 15.0%, ?, 11.9%, -14.9%, -4.3%
C/C(=N\Nc1ccc(F)cc1F)c1ccccc1O
 : 9.5, -1.3%, 2.3%, 2.1, -4.8%, 3.6%, -1.6%, 0.3%, 2.4%, 15.0%, -11.4%
COc1ccc(CC(=O)Nc2ccc3c(c2)OCO3)cc1S(=O)(=O)N1CCOCC1
 : 2.0, 0.1%, 4.4%, 7.6, 5.0%, 0.5%, 1.4%, -0.1%, 1.0%, 9.0%, -0.3%
O=C(NCc1ccc(F)cc1)C(c1ccccc1)N(C(=O)c1csnn1)c1ccccc1 (stereo unspecified)
 : -18.2, 2.1%, 1.0%, 63.8, 0.2%, 18.5%, -6.3%, 1.1%, 2.5%, -4.4%, -5.4%
O=c1[nH]c(-c2ccccc2)nc2sc(-c3ccccc3)cc12
 : -21.8, -0.7%, -3.3%, 6.5, /, 7.7%, -1.9%, ?, -8.8%, -20.1%, 1.3%
CC1CCN(C(=O)Cn2cc(SCC(=O)NCC3CCCO3)c3ccccc32)CC1 (stereo unspecified)
 : -5.0, 2.0%, 0.0%, -1.3, -0.5%, -1.5%, -2.4%, ?, 6.1%, -2.4%, 4.1%
CCOC(=O)CN(C)Cc1cn(C)nc1-c1ccc(Oc2ccccc2)cc1
 : 22.3, -6.6%, -7.4%, -9.0, 0.0%, 6.5%, 0.5%, ?, -2.8%, -26.2%, 0.3%
Cc1nc(N2CCN(c3ccccn3)CC2)c2c(C)c(C(=O)N3CCN(c4ccc(F)cc4)CC3)sc2n1
 : 5.1, -7.6%, /, -0.1, 1.4%, 4.6%, 2.6%, 0.1%, -6.4%, /, 20.4%
CN(Cc1ccccc1)c1nc(-c2cccc([N+](=O)[O-])c2)nc2ccccc12
 : -5.7, -0.4%, 2.9%, 9.5, -6.5%, 0.8%, -10.6%, -11.3%, -4.4%, 14.3%, 14.8%
COc1ccc(-n2nnnc2SCC(=O)Nc2cccc(O)c2)cc1
 : -4.1, -0.2%, 0.7%, -6.2, -2.6%, -3.9%, -3.5%, -11.7%, 3.1%, -0.5%, 2.2%
CSc1ncccc1C(=O)NC1CCCCCC1
 : 4.2, 1.8%, -2.9%, 7.7, 2.6%, 11.4%, -0.4%, -0.6%, -25.3%, -17.3%, -2.5%
Cc1ccc(-c2cc(C(=O)N/N=C/c3c(C)nn(-c4ccccc4)c3C)n[nH]2)s1
 : /, 2.2%, 0.0%, -12.7, -27.0%, -4.3%, 13.8%, ?, -9.1%, 6.0%, 20.7%
COc1ccc(C2=NOC(Cn3nc(C(=O)NCc4ccc(C)cc4)cc3-c3ccccc3)C2)cc1 (stereo unspecified)
 : -1.4, -0.6%, /, -10.3, 1.9%, /, /, 4.1%, 14.9%, /, 23.9%
CCc1ccc(C(C(=O)NCCOC)N(C(=O)Cn2nnc3ccccc32)c2cccnc2)cc1 (stereo unspecified)
 : 3.0, 0.3%, 0.3%, 0.6, 0.3%, 0.6%, -9.6%, 2.2%, 3.0%, -8.7%, -2.4%
CCc1ccc(-c2csc(NC(=O)COC(=O)CCc3nc4ccccc4s3)n2)cc1
 : /, 1.3%, -0.7%, 16.3, /, /, -1.2%, ?, -2.6%, ?, -0.2%
